HDAC3 inhib = HDAC3 deacetylase inhibitors, primary screen, biochemical, fluorescence, cell-free homogeneous | Histone deacetylase 3 (Homo sapiens), O15379 | recombinant HDAC3, fluorogenic peptide/trypsin coupled | inhibition, % at 8.3 µM | 0.15% of 320,000 active | AID 2718, 2010; in the data active = inhibition above about 26%, passing the limit was not always enough; inconclusive = no clear call, values can overlap the other calls
MrgX1 antag = antagonists of human MrgX1 receptor, primary screen, HEK293 cells, Fluo-4 calcium flux; 1.3% of 310,000 active; AID 588676, 2011; BAM8-22 antagonism; stronger effect = lower value; Mas-related G-protein coupled receptor member X1 (Homo sapiens), Q96LB2; B-score at 10 µM;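 active = calcium-response B-score plate-corrected more than 3 library SD below zero, starting fluorescence within 5 deviations, no agonist response on first addition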;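 also: peak minus trough fluorescence over baseline after final BAM8-22 challenge near maximal dose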
TRPC6 act = mouse TRPC6 channel activators, primary screen, cell-based, HEK293, membrane potential dye; HEK293-TRPC6 membrane potential dye fluorescence; stronger effect = higher value; B-score at 10 µM; AID 2550, 2010; Short transient receptor potential channel 6 (Mus musculus), Q61143; 0.13% of 310,000 active;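 active = B-score of the integrated fluorescence ratio above library mean plus 3 SD, and starting fluorescence ratio within library mean plus 5 SD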;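 also: higher score means more depolarization so channel activation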
Target sequence (Q61143 whole entry, looked up): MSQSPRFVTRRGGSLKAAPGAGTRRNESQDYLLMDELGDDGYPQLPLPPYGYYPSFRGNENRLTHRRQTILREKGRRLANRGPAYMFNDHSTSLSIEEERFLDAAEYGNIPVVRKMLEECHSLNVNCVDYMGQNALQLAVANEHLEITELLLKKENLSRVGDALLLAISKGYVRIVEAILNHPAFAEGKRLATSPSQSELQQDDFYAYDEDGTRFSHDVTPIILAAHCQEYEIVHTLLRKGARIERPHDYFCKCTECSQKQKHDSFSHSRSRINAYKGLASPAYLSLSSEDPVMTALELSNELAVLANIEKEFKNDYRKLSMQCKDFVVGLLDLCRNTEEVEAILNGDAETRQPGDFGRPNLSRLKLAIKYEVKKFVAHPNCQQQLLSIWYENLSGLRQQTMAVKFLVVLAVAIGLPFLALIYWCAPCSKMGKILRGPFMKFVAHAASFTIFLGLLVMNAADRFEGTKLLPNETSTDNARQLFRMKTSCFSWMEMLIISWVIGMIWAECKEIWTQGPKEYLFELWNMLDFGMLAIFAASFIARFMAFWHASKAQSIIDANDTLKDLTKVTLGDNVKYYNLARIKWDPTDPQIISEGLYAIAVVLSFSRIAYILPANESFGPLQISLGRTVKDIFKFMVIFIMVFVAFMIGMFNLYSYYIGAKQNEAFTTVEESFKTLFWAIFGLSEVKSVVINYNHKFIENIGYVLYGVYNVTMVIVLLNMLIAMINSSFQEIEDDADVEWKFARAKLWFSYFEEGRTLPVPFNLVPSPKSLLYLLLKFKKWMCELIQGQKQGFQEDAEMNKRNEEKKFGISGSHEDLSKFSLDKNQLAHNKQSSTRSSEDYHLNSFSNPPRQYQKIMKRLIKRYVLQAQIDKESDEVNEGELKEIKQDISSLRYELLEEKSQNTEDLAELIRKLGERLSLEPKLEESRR
SKKanGAS inh = S. pyogenes SKKanGAS growth inhibitors in kanamycin, primary screen, streptokinase expression inhibitor project, SKKanGAS strain, BacTiter-Glo luminescence. 6 h. inhibition, % at 7.5 µM. 1.3% of 300,000 active. AID 1662, 2009;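 active = mean replicate score, as percent of positive control median, at least 50; inconclusive = mean below 50 but one replicate at or above 50; inactive = mean and every replicate below 50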;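 also: strain carries kanamycin resistance gene driven by streptokinase promoter and grows in 40 µg/ml kanamycin; loss of luminescence reflects streptokinase promoter inhibition or plain growth inhibition; 0% = median of DMSO wells and 100% = positive control at its reference dose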
TMEM16A act = TMEM16A chloride channel activators or potentiators, primary screen, cell-based, HTS; HEK293 TMEM16A/YFP-H148Q/I152L, iodide quench fluorescence; stronger effect = lower value; B-score at 10 µM; AID 623877, 2012; Anoctamin-1 (Mus musculus), Q8BHY3; 0.3% of 340,000 active;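 active = fluorescence-ratio B-score plate-corrected deviation score at least 3 library SD below zero, with starting fluorescence score within 5 deviations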;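 also: channel opened by trigger with iodide after compound preincubation; score built on the fluorescence ratio of max minus min over baseline; more negative score means more quench and so TMEM16A activation or potentiation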
TMEM16A inh = TMEM16A chloride channel inhibitors, primary screen, cell-based, HTS; HEK293 TMEM16A/YFP iodide influx fluorescence, ionomycin; normalized B-score (activity score, 25-100; higher = stronger inhibition) at 10 µM; 1.2% of 310,000 active; AID 588511, 2011;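 active = ratio plate-corrected score three or more library SD toward inhibition, starting fluorescence score within five deviations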;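 also: score derived from kinetic fluorescence span divided by baseline fluorescence per well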
RGS4 act = RGS4 potentiators or activators, primary screen, cell-based, HEK293 M3R inducible RGS4, calcium flux; carbachol calcium flux Fluo4; stronger effect = lower value; B-score at 10 µM; 0.92% of 310,000 active; AID 463111, 2010;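 active = B-score of the integrated calcium signal more than 4 SD below the library mean, with starting fluorescence not abnormally high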;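 also: negative B-score means reduced calcium response which marks RGS4 activation or potentiation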
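Reagent: ECmax carbachol challenge; Test system: M3R-expressing HEK293 line, RGS4 induced by doxycycline; Schedule: overnight RGS4 induction, 30 min dye load 37 °C, 20 min compound RT; Detection: calcium dye Fluo4 fluorescence; Read-out: Agonist-evoked peak-minus-minimum fluorescence over baseline, integrated ratio, B score.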
TRPC6 inh = mouse TRPC6 channel inhibitors, primary screen, cell-based, HEK293, membrane potential dye. Short transient receptor potential channel 6 (Mus musculus), Q61143. 1.1% of 310,000 active. B-score at 10 µM. AID 2553, 2010. ACh-evoked depolarization; stronger effect = lower value;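 active = B-score under library mean minus 3 SD, initial fluorescence not abnormally high, positive integrated signal ratio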;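 also: B-score derived from integrated fluorescence ratio over the kinetic read; more negative B-score means stronger inhibition of depolarization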
RGS4 block = RGS4 inhibitors, primary screen, cell-based, HEK293 M3R inducible RGS4, calcium flux; Regulator of G-protein signaling 4 (Homo sapiens), P49798; Fluo-4 calcium flux; stronger effect = higher value; triggered by carbachol at its EC20; B-score at 10 µM; 0.45% of 310,000 active; AID 463165, 2010;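 active = B-score, a plate-corrected calcium signal, over three deviations above library mean, with baseline fluorescence within five deviations of library mean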;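 also: RGS4 expression induced by doxycycline in cells with stable M3 receptor; B-score is computed from the integrated fluorescence ratio over baseline after carbachol; higher B-score means a larger calcium signal and so more RGS4 inhibition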
MrgX1 agonist = agonists of human MrgX1 receptor, primary screen, HEK293 cells, Fluo-4 calcium flux. Fluo-4 calcium fluorescence, agonist mode; stronger effect = higher value. B-score at 10 µM. 0.44% of 310,000 active;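 active = calcium response B-score plate-corrected fluorescence ratio at least 3 library SD, with starting fluorescence B-score inside 5 SD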
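Test system: Stable human MrgX1 HEK293 cell line | Schedule: Overnight plating before 1 h dye loading | Read-out basis: Baseline-normalised fluorescence change ratio, B-scored | Detection: Kinetic calcium dye fluorescence, Fluo-4 NW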
MrgX1 PAM = positive allosteric modulators of MrgX1, primary screen, HEK293 cells, Fluo-4 calcium flux | 0.63% of 310,000 active | AID 588675, 2011 | Mas-related G-protein coupled receptor member X1 (Homo sapiens), Q96LB2 | B-score at 10 µM | FDSS; stronger effect = higher value;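 active = plate-corrected calcium response at least 3 library SD above typical, normal starting fluorescence, not activating the receptor alone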;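 also: compound read alongside a low EC10 to EC30 dose of BAM8-22 agonist; peak minus trough fluorescence over baseline measured at the second addition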
* hit, by the source's call; i = inactive; ? = inconclusive; / = no result given.

SMILES | HDAC3 inhib | MrgX1 antag | TRPC6 act | SKKanGAS inh | TMEM16A act | TMEM16A inh | RGS4 act | TRPC6 inh | RGS4 block | MrgX1 agonist | MrgX1 PAM
CC(NC(=O)c1ccc(=O)oc1)c1ccccc1 (stereo unspecified) | 1 | i | i | -16 | i | i | i | i | i | i | i
Cc1ccc(C)c(N2CCN(C(=O)Cc3cn(C)c4ccccc34)CC2)c1 | 0 | i | i | 6 | i | i | i | i | i | i | i
Cc1cccc(C(=O)NCC2CCN(C(=O)c3cccc(C)c3)CC2)c1 | -1 | i | i | -4 | i | i | i | i | i | i | i
COc1cc(/C=C(\C#N)c2nc3c(s2)CC(C)CC3)ccc1O (stereo unspecified) | 0 | i | i | 10 | i | i | i | i | i | i | 15*
COc1ccc(NS(=O)(=O)c2ccc3c(c2)NC(=O)CCS3)cc1Cl | -3 | i | i | 1 | i | i | i | i | i | i | i
COc1cccc(-c2nn(-c3ccccc3)cc2/C=C\C(=O)c2cccs2)c1 | 0 | i | i | -9 | i | i | i | i | i | i | i
COc1cc2ncnc(NCc3cccs3)c2cc1OC | 1 | i | i | -17 | i | i | i | i | i | i | i
Cc1c(C)c2ccc(OCC(=O)Nc3ccccn3)c(C)c2oc1=O | 1 | i | i | 25 | i | i | i | i | i | i | i
CCCCNC(=O)C1CCCN1S(=O)(=O)c1cccc2nsnc12 (stereo unspecified) | 4 | i | i | 0 | i | i | i | i | i | i | i
O=C(O)C1CCN(C(=O)Cc2ccccc2)CC1 | -3 | i | i | -2 | i | i | i | i | i | i | i
O=C(CCn1nc(-c2ccccc2)ccc1=O)N1CCCC1 | -2 | i | i | 0 | i | i | i | i | i | i | i
CCN(CC)C(=O)CSc1nnc(-c2cccs2)n1Cc1ccco1 | 2 | i | i | -7 | i | i | i | i | i | i | i
COc1cccc(N2CCN(Cc3nnnn3C3CCCCC3)CC2)c1 | 1 | i | i | 7 | i | i | i | i | i | i | i
CCC(C)(C(=O)NC1CCCCC1)N(CC1CCCO1)C(=O)CNC(=O)c1ccccc1 (stereo unspecified) | 6 | i | i | -4 | i | i | i | i | i | i | i
CC(=O)N/C(=N\c1nc(C)cc(C)n1)Nc1ccccc1Cl | / | / | i | -9 | i | / | i | i | i | / | /
O=c1oc2cc(O)ccc2c2c1CCCC2 | -201 | i | i | 1 | i | i | i | i | i | i | i
Cc1cc(N2CCOCC2)nc2cc(O)ccc12 | -13 | i | i | -4 | i | i | i | i | i | i | i
COc1cc(C(O)P(=O)(OC(C)C)OC(C)C)cc(OC)c1OC (stereo unspecified) | -2 | i | i | 1 | i | i | i | i | i | i | i
CC(C)CCN=CC1=C(O)CC(c2ccccc2)CC1=O (stereo unspecified) | 2 | i | i | -18 | i | i | i | i | i | i | i
CNC(=O)C1CC(=O)N/C(=N/N=C(\C)c2cccs2)S1 (stereo unspecified) | 8 | i | i | -8 | i | i | i | i | i | i | i
CCN(CC)C(=O)C1CCCN(c2ccc([N+](=O)[O-])cc2/C=N/NC(=O)c2cccc(O)c2)C1 (stereo unspecified) | 16 | i | i | 8 | i | i | i | i | i | i | i
COc1ccc(-c2noc(-c3ccccc3F)n2)cc1 | 7 | i | i | 4 | i | i | i | i | i | i | i
COCCCNC(=S)NCCNc1nc2cc(C)cc(C)c2cc1C#N | -28 | i | i | 24 | i | i | i | i | i | i | i
CC(=O)c1ccc(Oc2cc(C(F)(F)F)cnc2C(N)=O)cc1 | 2 | i | i | -5 | i | i | i | i | i | i | i
COc1cc(/C=N/N=C2/NC(=O)C(CC(=O)O)S2)ccc1OCc1ccc(Cl)cc1 (stereo unspecified) | 5 | i | i | 14 | i | i | i | i | i | i | i
Cc1ccc(C(=O)N2CCN(c3ccc(C(F)(F)F)cn3)CC2)c(C)c1 | 13 | i | i | -9 | i | i | i | i | i | i | i
O=C(COc1ccc(S(=O)(=O)N2CCCC2)cc1Cl)NC1CCCC1 | -4 | i | i | 3 | i | i | i | i | i | i | i
COc1ccc(CCNC(=O)CCCCn2c(=O)[nH]c3ccccc3c2=O)cc1OC | 3 | i | i | 6 | i | i | i | i | i | i | i
CCOC(=O)c1nnn(-c2nc(N3CCCC3)nc(N3CCCC3)n2)c1-c1ccccc1 | -3 | i | i | -3 | i | i | i | i | i | i | i
CCCC(CCC)C(=O)Nc1ccc2c(c1)N(C(=O)CN1CCN(C)CC1)c1ccccc1CC2 | -3 | i | i | -12 | i | i | i | i | i | i | i
CC(=O)c1c(C)nc(-c2ccccc2)nc1NC(=O)C(C)C | 3 | i | i | -2 | i | i | i | i | i | i | i
CCN1CCN(C(=O)c2ccc(CS(=O)(=O)Cc3ccccc3C)o2)CC1 | -5 | i | i | 0 | i | i | i | i | i | i | i
Cc1cc(N/C(=N/S(=O)(=O)c2ccc(F)cc2)c2ccccc2)n(-c2ccccc2)n1 | -2 | i | i | 4 | i | i | i | i | i | i | i
Nn1c(=S)[nH]c2sc3c(c2c1=O)CCCC3 | 2 | i | i | -2 | i | i | i | i | i | i | i
CC1(C)NC(=O)N(CC(=O)OCC(=O)Nc2cc(S(=O)(=O)N3CCCCCC3)ccc2Cl)C1=O | 1 | i | i | 4 | i | i | i | i | i | i | i
O=C1CC(N2CCN(c3ccccc3)CC2)C(=O)N1c1ccc(Cl)cc1 (stereo unspecified) | -3 | i | i | 5 | i | i | i | i | i | i | i
Cc1nnsc1SC(C)C(=O)O (stereo unspecified) | 2 | i | i | 4 | i | i | i | i | i | i | i
C=CCn1c(-c2ccncc2)n[nH]c1=S | 8 | i | i | 0 | i | i | i | i | i | i | i
COc1cc(C)c(C(C)C)cc1S(=O)(=O)NC1CC(C)(C)NC(C)(C)C1 | -10 | i | i | -2 | i | i | i | i | i | i | i
O=C(NNC(=O)c1ccc(Cl)cc1Cl)c1ccncc1 | -3 | i | i | -10 | i | i | i | i | i | i | i
CCOCC(=O)Nc1nc2ccc(C)cc2s1 | 7 | i | i | -6 | i | i | i | i | i | i | i
COc1ccc(CN2CCC(n3nccc3NC(=O)C3CC3)CC2)cc1O | / | i | i | -1 | i | i | i | i | i | i | i
CCOc1cc(S(=O)(=O)NCc2ccccc2)ccc1F | 1 | i | i | -1 | i | i | i | i | i | i | i
CCCOc1ccc(S(=O)(=O)N2CCOCC2)cc1[N+](=O)[O-] | -11 | i | i | 2 | i | i | i | i | i | i | i
CS(=O)(=O)N(Cc1ccc(C(=O)NN=C2CCCCCC2)cc1)c1ccccc1 | ? | i | i | 2 | i | i | i | i | i | i | i
O=C(O)c1cc(-c2c[nH]c3ccccc23)nc2cc3ccccc3cc12 | -33 | i | i | 16 | i | i | i | i | i | i | i
CCCc1nc2n[nH]c(N)c2c2c1CCC2 | 7 | i | i | 17 | i | i | i | i | i | i | i
Cc1cc(C)c2[nH]c(=O)c(C(c3nnnn3C(C)(C)C)N3CCN(C(=O)c4ccco4)CC3)cc2c1 (stereo unspecified) | 1 | i | i | 6 | i | i | i | i | i | i | i
Cc1cc(C)cc(OCCN2CCOCC2)c1 | 0 | i | i | 1 | i | i | i | i | i | i | i
Cc1ccc(NC(=O)CN2C(=O)S/C(=C\c3ccc(-c4cccc(C(=O)O)c4C)o3)C2=O)cc1 | -7 | i | i | 53* | / | i | i | i | i | i | i
O=C(Nc1nccs1)c1cn2ccccc2n1 | -1 | i | i | 11 | i | i | i | i | i | i | i
NC1=NC(=O)C2(COC(c3ccncc3)OC2)S1 (stereo unspecified) | -8 | i | i | 1 | i | i | i | i | i | i | i
CCOC(=O)C1Sc2ccccc2NC1=O (stereo unspecified) | 4 | i | i | 2 | i | i | i | i | i | i | i
Cc1cc(C)c(OCC(=O)OCCNC(=O)c2cccnc2)c(C)c1 | / | i | i | -8 | i | i | i | i | i | i | i
COCc1cc(C)nc(N2CCCCC2)c1C#N | 0 | i | i | -1 | i | i | i | i | i | i | i
COc1ccc(-c2cc(-c3ccccc3)c(C#N)c(=S)[nH]2)cc1 | 0 | i | i | -2 | i | i | i | i | i | i | i
O=C(COc1ccccc1)NNC(=S)NC(=O)c1ccc(Cl)cc1Cl | 1 | i | i | 77* | / | 25* | i | i | i | 98* | i
CS(=O)(=O)N1N=C(c2ccco2)CC1c1ccco1 (stereo unspecified) | 8 | i | i | 1 | i | i | i | i | i | i | i
CC1CCC(NC(=O)c2cccc(S(=O)(=O)N3CCN(c4ccccc4)CC3)c2)CC1 (stereo unspecified) | 4 | i | i | 0 | i | i | i | i | i | i | i
CCN(CC)CCSc1nnc2c3ccccc3n(Cc3ccccc3)c2n1 | 4 | i | i | -1 | i | i | i | -8.2* | i | i | i

No new results follow: an excerpt of the list.
SMILES | HDAC3 inhib | MrgX1 antag | TRPC6 act | SKKanGAS inh | TMEM16A act | TMEM16A inh | RGS4 act | TRPC6 inh | RGS4 block | MrgX1 agonist | MrgX1 PAM
CS(=O)(=O)N1N=C(c2ccco2)CC1c1ccco1 (stereo unspecified) | 8 | i | i | 1 | i | i | i | i | i | i | i
CC1CCC(NC(=O)c2cccc(S(=O)(=O)N3CCN(c4ccccc4)CC3)c2)CC1 (stereo unspecified) | 4 | i | i | 0 | i | i | i | i | i | i | i
CCN(CC)CCSc1nnc2c3ccccc3n(Cc3ccccc3)c2n1 | 4 | i | i | -1 | i | i | i | -8.2* | i | i | i

Source: PubChem
